HIV fusion peptide = cell-free HIV fusion peptide-binding blockers – biochemical, uHTS, fluorescence dequenching, primary screen (AID 1986); cell-free peptide binding, fluorescence dequenching, 30 min; higher % means a stronger effect; one-dose inhibition, % at 20 µM; IC50 in µM for titrated hits; 290,000 compounds, 0.3% hits; in the data active means inhibition mostly above about 52%, no sharp cut-off; inactive means mostly below about 76%; further: some results filed as inactive read as strong as hits
SV40 large T antigen = SV40 large T antigen inhibitors, biochemical (AID 1903); SV40 large T antigen ATPase/helicase inhibition assay; higher % means a stronger effect; 310,000 compounds, 0.39% hits; one-dose inhibition, % at 20 µM; IC50 in µM for titrated hits; in the data active means a potency from the dose series; inconclusive means inhibition mostly from about 32% at the one dose, without a potency; inactive means the rest, 99 in 100 with inhibition below about 32%; further: strong numbers were not always called active
Salmonella PhoP GFP = inhibitors of PhoP regulon expression, primary screen, Salmonella Typhimurium, GFP reporter (AID 1863); S. Typhimurium PhoP-regulated promoter GFP reporter, 4 h; higher % means a stronger effect; inhibition, % at 50 µM, or IC50 in µM where a hit was titrated; 300,000 compounds, 0.16% hits;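 active means inhibition over 29.93%, a cutoff 3 SD above the screen mean, later confirmed by dose response; inconclusive means inhibition over 29.93% but no dose response follow-up; inactive means inhibition at most 29.93% or unconfirmed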;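 further: 0% = low Mg2+ inducing control and 100% = high Mg2+ repressing control; strong numbers were not always called active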
Dengue-2 NS5 capping = Dengue-2 NS5 methyltransferase inhibitors, primary screen, biochemical, confirmation dose response (AID 588689); Dengue-2 NS5 methyltransferase capping enzyme assay, biochemical; higher % means a stronger effect; one-dose inhibition, % at 25 µM; IC50 in µM for titrated hits; 340,000 compounds, 0.3% hits; in the data active means a potency from the dose series; inconclusive means inhibition above about 29% without an active follow-up result
GPR55 LPI antagonism = GPR55 antagonists blocking LPI-driven arrestin recruitment, primary screen, imaging, U2OS, beta-arrestin-GFP, LPI agonist (AID 2013) | inhibition, % at 10 µM, or IC50 in µM where a hit was titrated | U2OS GPR55 beta-arrestin-GFP translocation imaging, LPI antagonism; higher % means a stronger effect | 290,000 compounds, 0.13% hits;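 active means spots per cell inhibited over 60%, with over 100 cells counted and total cytoplasm intensity under 500,000; inconclusive means wells with under 100 cells, flagged as likely toxic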;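 further: U2OS cells stably carrying GPR55 and arrestin-GFP stimulated by 5 µM LPI near EC80; imaged beta-arrestin-GFP aggregate spots per cell after agonist stimulation; plate controls were LPI-stimulated DMSO wells for no effect and DMSO wells without LPI for full effect; some results filed as inactive read as strong as hits; confirmed hits need IC50 under 10 µM and bright autofluorescent wells are also inconclusive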
RSV CPE inhibition = inhibition of RSV-induced cytopathic effect – HEp-2 cells, primary 10 µM value included (AID 2391). HEp-2 cells, RSV-induced CPE inhibition; higher % means a stronger effect. 310,000 compounds, 0.13% hits. one-dose CPE inhibition, % at 10 µM; IC50 in µM for titrated hits; in the data active means a potency from the dose series; inconclusive means CPE inhibition mostly from about 23% at the one dose, without a potency; inactive means the rest, 99 in 100 with CPE inhibition below about 21%; further: strong numbers were not always called active
MgcRacGAP inhibition = MgcRacGAP GTPase-activating activity inhibitors, confirmation, biochemical, ADP Hunter fluorescence; MgcRacGAP-stimulated Rac1 GTP hydrolysis, ADP Hunter fluorescence; higher % means a stronger effect; GST-tagged Rac1 F28L mutant substrate; inhibition, % at 30 µM, or IC50 in µM where a hit was titrated; 340,000 compounds, 0.6% hits;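 active means first-screen hits whose inhibition reached a set limit at any dose in the follow-up dose series; inconclusive means inhibition above the set first-screen limit but never retested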;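 further: fluorescence reports GDP produced by GAP-driven GTP hydrolysis; strong numbers were not always called active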
GPR35 arrestin U2OS = GPR35 antagonists blocking zaprinast-driven arrestin recruitment, primary screen, imaging, U2OS, beta-arrestin-GFP, zaprinast agonist (AID 2058) | inhibition, % at 10 µM, or IC50 in µM where a hit was titrated | 290,000 compounds, 0.052% hits | U2OS GPR35 beta-arrestin-GFP translocation imaging, zaprinast antagonism; higher % means a stronger effect;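 active means inhibition of at least 50% with at least 30 cells and total cytoplasm GFP at most 10,000,000; inconclusive means under 30 cells or total GFP of 10,000,000 plus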
K1F lysis inhibition = protection from phage-mediated lysis, alamar blue read-out – E. coli UTI89, K1F phage, bacterial capsule biogenesis inhibitors (AID 488966) | inhibition, % at 100 µM; hits with a dose series show IC50 in µM | 340,000 compounds, 0.02% hits | E. coli UTI89 K1F phage lysis, alamar blue, 2 h; higher % means a stronger effect;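 active means phage lysis inhibition, versus mean bacterial control, above a set limit; inconclusive means no clear call, values can overlap the other calls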;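 further: capsule biogenesis inhibitors block K1F phage lysis so surviving cells raise fluorescence; higher fluorescence means more inhibition of phage lysis; actives were called in the ten point dose series up to 300 µM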
Dengue-2 NS5 capping pilot replicate = also measured in Dengue-2 NS5 capping; calls as there; inhibition, %; measured here: pilot screen replicate inhibition
* marks the source's active call; other numbers are inactive results; ? = inconclusive; nt = not tested or not shown; [ ] = dose if it differs, or a comment.

The first 7 records, ahead of the listing:
SMILES	HIV fusion peptide	SV40 large T antigen	Salmonella PhoP GFP	Dengue-2 NS5 capping	GPR55 LPI antagonism	RSV CPE inhibition	MgcRacGAP inhibition	GPR35 arrestin U2OS	K1F lysis inhibition	others
CC(=O)C[C@H]1c2cc(C(F)(F)F)ccc2S(=O)(=O)N1c1ccccc1	nt	2%	-8%	1%	nt	3.5%	6%	nt	0.3%
O=C(NNC(=O)c1nc(Cl)ccc1Cl)c1ccc(F)cc1	1.7%	25%	4%	-1%	12%	2.6%	7%	6%	1.1%[50 µM]
CC1CN(C(=O)c2cc(S(=O)(=O)N(C)c3ccc(F)cc3)ccc2Cl)CC(C)O1 (configuration not stated)	-0.8%	3%	5%	0%	2%	3.8%	2%	3%	1.3%
CC(C)(C)c1ccc(C(=O)NNC(=S)NCc2ccco2)cc1	-1.7%	13%	4%	14%	12%	12%	11%	-4%	0.3%
O=C(NCC(c1cccs1)N1CCOCC1)c1ccccc1NS(=O)(=O)c1cccc([N+](=O)[O-])c1 (configuration not stated)	9.8%	-1%	-14%	2%	6%	1.2%	6%	8%	0.1%
CCOc1ccccc1/C=N/Nc1ccccc1[N+](=O)[O-]	-0.2%	1%	-3%	-6%	18%	1.5%	9%	15%	0.0%
CCCCCNC(=O)Cc1ccc(OC)cc1	1.7%	4%	1%	2%	1%	1.1%	11%	-1%	0.8%

The list itself, repeating the preview:
SMILES	HIV fusion peptide	SV40 large T antigen	Salmonella PhoP GFP	Dengue-2 NS5 capping	GPR55 LPI antagonism	RSV CPE inhibition	MgcRacGAP inhibition	GPR35 arrestin U2OS	K1F lysis inhibition	others
CC(=O)C[C@H]1c2cc(C(F)(F)F)ccc2S(=O)(=O)N1c1ccccc1	nt	2%	-8%	1%	nt	3.5%	6%	nt	0.3%
O=C(NNC(=O)c1nc(Cl)ccc1Cl)c1ccc(F)cc1	1.7%	25%	4%	-1%	12%	2.6%	7%	6%	1.1%[50 µM]
CC1CN(C(=O)c2cc(S(=O)(=O)N(C)c3ccc(F)cc3)ccc2Cl)CC(C)O1 (configuration not stated)	-0.8%	3%	5%	0%	2%	3.8%	2%	3%	1.3%
CC(C)(C)c1ccc(C(=O)NNC(=S)NCc2ccco2)cc1	-1.7%	13%	4%	14%	12%	12%	11%	-4%	0.3%
O=C(NCC(c1cccs1)N1CCOCC1)c1ccccc1NS(=O)(=O)c1cccc([N+](=O)[O-])c1 (configuration not stated)	9.8%	-1%	-14%	2%	6%	1.2%	6%	8%	0.1%
CCOc1ccccc1/C=N/Nc1ccccc1[N+](=O)[O-]	-0.2%	1%	-3%	-6%	18%	1.5%	9%	15%	0.0%
CCCCCNC(=O)Cc1ccc(OC)cc1	1.7%	4%	1%	2%	1%	1.1%	11%	-1%	0.8%
COc1ccc2nc3ccccc3nc2c1NC(=O)c1ccc(Br)cc1	1.9%	3%	-5%	?	-1%	1.2%	-1%	-2%	1.2%
CCCC(=O)NC(c1ccccc1OC)c1ccc2cccnc2c1O (configuration not stated)	-1.8%	8%	?	2%	-1%	-0.1%	2%	-8%	0.3%
COc1ccc(CC(CC(=O)O)C(=O)Nc2ccccc2)cc1 (configuration not stated)	-1.2%	2%	-7%	-3%	-10%	2.1%	8%	9%	2.6%
COc1ccc(-c2nnc(SCCC(=O)O)n2-c2ccccc2)cc1OC	2.8%	13%	1%	-2%	14%	0.7%	6%	15%	0.5%
O=C(NCCCN1CCOCC1)c1ccc(Cl)s1	0.3%	23%	3%	-4%	5%	0.5%	-6%	-9%	1.3%
CCOC(=O)C(Cc1cc(C(C)=O)ccc1OC(C)C)C(=O)OCC	4.8%	1%	3%	-5%	-2%	-0.6%	9%	19%	0.3%
CCOC(=O)c1cc(=O)n(-c2ccc(Cl)cc2C)[nH]1	18%	2%	-10%	3%	8%	0.0%	4%	16%	3.0%
CCOc1ccc(S(=O)(=O)N2CCCCC2)cc1NS(=O)(=O)c1cccs1	nt	nt	nt	1%	nt	5.1%	1%	nt	0.4%[50 µM]
COCCNC(=O)CCC1CCN(Cc2cccc(Oc3ccccc3)c2)CC1	-0.3%	-9%	-8%	-1%	nt	-0.5%	-6%	3%	0.7%
CCOC(=O)N1CCN(c2cc(=O)n(-c3ccc(C)cc3)c(=O)[nH]2)CC1	0.2%	4%	-7%	0%	2%	0.6%	4%	4%	2.3%
CCOC(=O)c1c(-c2ccccc2)oc2ccc(OCC(N)=O)cc12	0.4%	11%	-4%	-2%	3%	1.9%	5%	7%	0.3%	Dengue-2 NS5 capping pilot replicate=-0.6
CS(=O)(=O)N1CCC(C(=O)NCc2ccccc2)CC1	0.7%	7%	2%	2%	5%	1.8%	3%	0%	0.1%
CCCCN(Cc1ccccc1)C(=O)C1CCC(=O)N(CCc2ccccn2)C1 (configuration not stated)	-0.2%	27%	-1%	-1%	18%	1.1%	1%	-1%	0.8%[50 µM]
O=C(CN1CCC(NC(=O)c2ccco2)CC1)Nc1cccc2ccccc12	1.1%	12%	2%	nt	2%	0.6%	-7%	1%	1.7%
Cc1ccc(C)c(-n2cc(CN3CCNC(=O)CC3)c(-c3ccccc3)n2)c1	-0.8%	21%	2%	-1%	-2%	-0.4%	2%	-5%	0.6%
CCN1C(=O)[C@H]2[C@@H](c3ccc(OC)cc3)N3C(=O)CN(CCOC)C(=O)[C@@]3(Cc3ccccc3)[C@H]2C1=O	-0.3%	8%	nt	0%	-3%	0.3%	17%	21%	1.1%
O=C(Nc1ccc(Oc2cccnc2)cc1)C1CCN(Cc2ccccc2)CC1	0.3%	12%	-1%	-8%	-1%	-0.7%	-3%	-1%	0.3%
COc1cccc(CNc2ccc3c(c2)ncn3C(C)C)c1OC	-0.7%	35%	1%	1%	-3%	3.1%	24%	0%	0.9%
CCOc1ccc(C(C)=O)cc1CN1C(=O)NC2(CCCCCCC2)C1=O	-0.4%	3%	-4%	-1%	-5%	-0.7%	-2%	8%	1.0%
COc1cccc(-n2c(C)nnc2SCC#N)c1	2.6%	14%	-3%	6%	6%	0.2%	3%	17%	1.8%
O=C(Cn1c(=O)c2cccn2c2ccccc21)NCCc1ccc(Cl)cc1	1.2%	-4%	6%	-2%	-23%	0.5%	7%	1%	0.2%
CC12CCC(C/C1=N\N=C1\NC(=O)/C(=C\c3cccc(Br)c3)S1)C2(C)C (configuration not stated)	35%	7%	-22%	5%	31%	18%	11%	4%	-1.0%[50 µM]
COc1cccc(C(=O)Nc2ccc3c(c2)CCCN3C(=O)c2cccs2)c1OC	-2.4%	5%	5%	2%	-3%	?	1%	4%	0.7%

The last three compounds of the section before come first, to join the parts:
SMILES	HIV fusion peptide	SV40 large T antigen	Salmonella PhoP GFP	Dengue-2 NS5 capping	GPR55 LPI antagonism	RSV CPE inhibition	MgcRacGAP inhibition	GPR35 arrestin U2OS	K1F lysis inhibition	others
O=C(Cn1c(=O)c2cccn2c2ccccc21)NCCc1ccc(Cl)cc1	1.2%	-4%	6%	-2%	-23%	0.5%	7%	1%	0.2%
CC12CCC(C/C1=N\N=C1\NC(=O)/C(=C\c3cccc(Br)c3)S1)C2(C)C (configuration not stated)	35%	7%	-22%	5%	31%	18%	11%	4%	-1.0%[50 µM]
COc1cccc(C(=O)Nc2ccc3c(c2)CCCN3C(=O)c2cccs2)c1OC	-2.4%	5%	5%	2%	-3%	?	1%	4%	0.7%
CC(NC(=O)c1ccc(Cn2cc([N+](=O)[O-])cn2)cc1)c1ccccc1 (configuration not stated)	-0.9%	7%	-6%	1%	-4%	1.3%	8%	-6%	0.6%[50 µM]
Cc1c(C)c2ccc(OCC(=O)NCCN3CCOCC3)c(C)c2oc1=O	-0.2%	5%	8%	-5%	-19%	-0.4%	12%	11%	0.2%
O=C(CSc1ncnc2c1cnn2-c1ccccc1)Nc1ccc2c(c1)OCO2	3.4%	13%	-12%	-5%	4%	1.0%	5%	-6%	-0.1%
COc1ccc(C2=NCCn3cccc32)c(OC)c1	1.5%	-1%	15%	0%	14%	2.0%	6%	-5%	0.3%
Cc1csc(NC(=O)c2nc(-c3ccccc3)n(-c3ccccc3)n2)n1	1.1%	1%	14%	0%	0%	3.7%	7%	-3%	-0.1%	Dengue-2 NS5 capping pilot replicate=-4.7
Cc1c(NC(=O)c2ccc(N(Cc3ccccc3)S(C)(=O)=O)cc2)c(=O)n(-c2ccccc2)n1C	-1.7%	13%	5%	-9%	-8%	2.8%	1%	3%	0.1%
COc1cc(S(=O)(=O)NCc2ccncc2)ccc1Br	-0.4%	7%	-7%	-1%	-16%	0.2%	8%	16%	0.2%
N#CCC(=O)Nc1ccc(C(=O)OCC(=O)NC(=O)Cc2ccccc2)cc1	nt	5%	-8%	-7%	nt	-1.0%	2%	nt	0.7%[50 µM]
C/C(=N\NC(N)=O)c1cccc(Cl)c1	-1.4%	1%	0%	-1%	4%	4.9%	7%	-6%	2.0%[50 µM]
Cc1ccc(CNS(=O)(=O)c2ccc3c(c2)CCN3C(=O)C2CCC2)cc1	-1.2%	1%	1%	-2%	2%	17%	11%	18%	-0.1%
C/C(=N\Nc1cc(C)nc(NCc2ccccc2)n1)c1cccc([N+](=O)[O-])c1	0.2%	2%	-9%	-2%	9%	0.7%	0%	5%	-1.0%
CCOC(=O)/C(=N/O)C1=NC(C)(C)Cc2cc(C)c(C)cc21	0.5%	-2%	0%	1%	20%	2.0%	3%	2%	1.0%
Cc1onc(-c2ccccc2)c1C(=O)Nc1nc(-c2ccccc2)cs1	20%	1%	-16%	nt	-7%	3.5%	-7%	7%	0.3%
CC12C=CC3(O1)C(C(=O)N1CCCOC13)C2C(=O)O (configuration not stated)	-0.5%	26%	1%	nt	11%	-1.0%	4%	22%	0.2%
Cc1ccc(NC2=NCCCCC2)cc1	-2.8%	19%	-9%	-10%	16%	-1.8%	13%	9%	0.1%
CCCC1/C(=N/O)CC(c2ccccc2)NC1c1ccccc1 (configuration not stated)	-0.4%	6%	7%	-1%	17%	15%	12%	4%	-0.6%
CC(C)(C)c1ccc(-c2nc(NCc3cccnc3)c3ccccc3n2)cc1	-0.6%	6%	17%	-6%	4%	?	8%	3%	1.0%

Screening data as filed in PubChem.
